# SENP8 block-1: SENP8 (human) protease inhibition; Q96LD8; recombinant SENP8, Nedd8 substrate fluorescence; inhibition, % at 20 µM; hit rate 0.64% among 360,000; AID 602440; in the data active = inhibition mostly above about 40%, no sharp cut-off; inactive = mostly below about 27%
# HKDC1 inh: inhibitors of human hexokinase HKDC1; Q2TB90; recombinant HKDC1, G6PDH/diaphorase resazurin coupled fluorescence; inhibition, % at 20 µM; hit rate 0.16% among 340,000; AID 493160;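 active = inhibition above about 35% when tested at 20 µM, limit read from the data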;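 also: plate controls were DMSO wells with enzyme for no effect and DMSO wells lacking enzyme for full effect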
# Target sequence (Q2TB90 whole entry, looked up): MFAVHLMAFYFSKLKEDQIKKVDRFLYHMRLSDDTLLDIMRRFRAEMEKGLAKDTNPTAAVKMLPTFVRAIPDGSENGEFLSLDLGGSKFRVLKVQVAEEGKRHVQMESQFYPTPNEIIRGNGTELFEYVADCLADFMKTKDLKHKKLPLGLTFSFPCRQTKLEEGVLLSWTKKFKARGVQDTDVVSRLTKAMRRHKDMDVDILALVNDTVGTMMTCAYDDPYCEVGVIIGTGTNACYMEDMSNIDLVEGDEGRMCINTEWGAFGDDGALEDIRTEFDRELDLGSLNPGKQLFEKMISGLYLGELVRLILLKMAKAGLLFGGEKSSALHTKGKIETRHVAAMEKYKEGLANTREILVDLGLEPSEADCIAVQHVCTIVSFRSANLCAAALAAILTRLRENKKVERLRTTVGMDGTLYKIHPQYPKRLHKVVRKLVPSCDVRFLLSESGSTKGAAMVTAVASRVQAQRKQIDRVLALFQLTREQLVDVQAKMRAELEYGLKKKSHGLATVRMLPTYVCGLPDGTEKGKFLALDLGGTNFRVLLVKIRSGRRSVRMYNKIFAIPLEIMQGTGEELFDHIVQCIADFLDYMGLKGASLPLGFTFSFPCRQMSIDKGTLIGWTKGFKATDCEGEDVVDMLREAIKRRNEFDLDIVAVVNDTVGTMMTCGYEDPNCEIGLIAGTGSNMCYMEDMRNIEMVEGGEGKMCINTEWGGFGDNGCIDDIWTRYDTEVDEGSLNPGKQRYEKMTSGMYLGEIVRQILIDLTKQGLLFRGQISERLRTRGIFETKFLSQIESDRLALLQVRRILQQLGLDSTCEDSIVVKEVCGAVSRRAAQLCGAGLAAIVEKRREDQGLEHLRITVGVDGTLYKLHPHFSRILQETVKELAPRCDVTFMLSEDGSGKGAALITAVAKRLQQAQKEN
#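 Material: recombinant HKDC1 hexokinase; Amount: HKDC1 at 5 µg/mL; Medium: Tris pH 8.0 buffer with MgCl2, Tween-20, BSA, BME; Schedule: 90 min reaction incubation at room temperature, dark; Technique: coupled resazurin fluorescence, excitation 525 nm, emission 613 nm.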
# PfGluPho inh: PfG6PD (Plasmodium falciparum) enzyme inhibition. AID 504690. PfGluPho enzyme, NADPH resazurin-diaphorase fluorescence. hit rate 0.78% among 350,000. inhibition, % at 20 µM;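 active = inhibition reaching at least a set limit at 20 µM in the primary screen, cut at about 59% in these data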;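 also: 0% = DMSO wells with substrate and 100% = DMSO wells lacking glucose-6-phosphate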
# SENP8 block-2: SENP8 protease inhibition; Q96LD8; purified SENP8, Z-RLRGG-aminoluciferin cleavage, luminescence; inhibition, % at 10 µM; hit rate 1.2% among 330,000; AID 2540; in the data active = inhibition above about 50%
# Apaf-1 inh: blocks human Apaf-1 apoptosome activity. hit rate 0.71% among 330,000. reconstituted apoptosome caspase-3 activity, DEVD-Rh110 fluorescence. inhibition, % at 20 µM; active = inhibition of at least 40% at 20 µM;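 also: plate controls were DMSO wells for no effect and DEVD-CHO caspase inhibitor wells for full effect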
#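 Material: reconstituted apoptosome with Apaf-1, cytochrome c, caspase-9, procaspase-3, dATP. Technique: Rh110 fluorescence intensity. Buffer or medium: pH 7.5 Hepes buffer with CHAPS, BSA, DTT. Times: 30 min plus 50 min, RT.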
# SENP6 block: inhibitors of human SENP6 protease | Q9GZR1 | Recombinant SENP6 catalytic domain, aminoluciferin luminescence | inhibition, % at 10 µM | hit rate 1.8% among 330,000 | AID 2599;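 active = inhibition above about 50% at the single tested dose, limit read from the data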;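 also: plate controls were DMSO wells with enzyme for no effect and DMSO wells lacking enzyme for full effect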
# SENP1 FRET inh: blocks the human SENP1 SUMO protease catalytic domain; AID 624204; hit rate 0.21% among 360,000; inhibition, % at 10 µM; recombinant SENP1 catalytic domain, CyPet-SUMO1-YPet FRET cleavage;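 active = inhibition at least 30% at 10 µM, raw YFP signal under a set limit, fluorescence ratio 0.5 to 1.5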;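 also: 0% = enzyme with DMSO and 100% = no enzyme wells; some results filed as inactive read as strong as hits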
# Target sequence (Q9P0U3 419-644 limits assumed): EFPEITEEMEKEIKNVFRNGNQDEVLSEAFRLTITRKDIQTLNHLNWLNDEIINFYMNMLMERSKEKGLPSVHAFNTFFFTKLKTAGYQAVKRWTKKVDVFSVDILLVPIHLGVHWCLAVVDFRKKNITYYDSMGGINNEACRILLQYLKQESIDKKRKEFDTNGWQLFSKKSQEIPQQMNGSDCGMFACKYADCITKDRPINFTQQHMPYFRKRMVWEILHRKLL
#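 Assay system: hSENP1 catalytic domain, recombinant. Amount: SENP1 enzyme, 20 pM final. Schedule: 50 min reaction, RT, dark. Technique: FRET, CFP and YFP emission. Control set: no-enzyme wells low, DMSO-plus-enzyme wells high control.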
# SENP7 inh: SENP7 protease inhibition. recombinant SENP7, Z-RLRGG-aminoluciferin luminescence, 40 min. inhibition, % at 5 µM. hit rate 1.5% among 330,000. AID 434973;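 active = inhibition above about 50% at the single test dose, limit read from the data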;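 also: plate controls were DMSO with enzyme for no effect and no enzyme buffer wells for full effect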
# * hit, by the source's call; x = not tested or not shown.
SMILES,SENP8 block-1,HKDC1 inh,PfGluPho inh,SENP8 block-2,Apaf-1 inh,SENP6 block,SENP1 FRET inh,SENP7 inh
CC(C)C(=O)NC(=S)Nc1ccccc1N1CCN(C(=O)c2ccccc2)CC1,5.7,-5.1,13.9,1.8,6.0,1.7,1.7,0.8
Cc1cc(O)c(C(C)C)cc1N=Cc1ccc(N(C)C)cc1,38.3,25.3,105.9*,x,x,x,2.1,x
Cc1ccnc(NC(=O)c2cccc(S(=O)(=O)N3CCCc4ccccc43)c2)c1,5.3,-1.0,16.5,-1.9,19.2,1.5,1.2,-3.1
COc1ccc(OC)c(Nc2nc(N)nc(-c3cc4ccccc4o3)n2)c1,5.7,-3.2,-13.0,-9.3,9.2,-4.8,2.2,13.0
NC(=O)CSc1nc2ccccc2c(=O)n1CCc1ccccc1,7.3,-1.9,20.2,-10.4,-5.1,13.0,2.2,12.8
CCCCN(C)c1ccc([N+](=O)[O-])cc1,30.4,-6.0,-7.1,-5.6,4.1,-10.3,-7.0,-2.1
CSc1ncc(Cl)c(C(=O)Nc2nnc(SC/C=C/c3ccccc3)s2)n1,7.8,6.7,-43.7,-6.1,9.1,-3.4,2.2,1.4
CSc1ccccc1NC(=O)Cn1c(-c2cscn2)nc2ccccc21,-2.4,-4.3,-7.5,-0.7,3.2,2.2,1.4,-0.8
CCOc1ccccc1CNC(=O)CCC(=O)N1Cc2ccccc2Oc2ncccc21,17.8,-5.0,-14.1,4.7,11.7,13.1,-1.0,2.2
COc1ccc(/C=C/C(=O)c2cccc(-n3cnnn3)c2)cc1O,17.8,13.9,3.7,5.1,18.6,-1.0,-1.5,10.5
COC(=O)C(Cc1ccccc1)NC(=O)CCNC(=O)c1ccco1 (stereo not drawn),7.1,-1.1,-9.8,-3.3,2.4,-18.9,1.3,-0.6
Cc1[nH]n(-c2ccccc2)c(=O)c1N=Nc1cccc(S(=O)(=O)N2CCOCC2)c1,13.3,-3.4,-1.3,-10.2,45.7*,13.9,3.1,-21.7
CC1(C)SC2c3ccccc3C(=O)N2[C@@H]1C(=O)O (stereo partly drawn),6.7,-2.2,-3.4,-1.8,-4.8,5.4,2.3,-2.1
COCCN1C(=O)c2ccc(C(=O)Nc3nccs3)cc2C1=O,18.7,10.5,3.9,-15.8,-20.6,-42.4,2.1,-1.0
Cc1cccc(Nc2sc(C(=O)c3cc4cc(Cl)ccc4o3)c(N)c2C#N)c1,-39.2,-2.1,-8.0,-2.7,9.9,-26.5,-27.3,-0.3
CCOC(=O)N1CCC(N(CCN(C)C)C(=S)Nc2cccc(C)c2)CC1,13.0,-6.7,4.0,-8.3,10.1,-6.8,0.0,-5.4
CCOC(=O)c1oc2ccc(CNCCO)c(Cl)c2c1C,17.1,-5.0,6.5,-6.1,-5.4,17.3,-1.1,4.5
Cc1cc(N)ccc1NC(=O)CN1CCCC1,21.2,2.8,4.4,3.6,-2.0,-0.5,0.6,1.4
CC(C)(C)NC(=O)Cn1c(=O)oc2ccc(Cl)cc21,16.3,-4.4,-18.0,10.8,-2.0,-9.3,0.3,3.8
Nn1c(SCC(=O)Nc2cc(S(=O)(=O)N3CCOCC3)ccc2Cl)nnc1-c1cccnc1,-37.7,-4.1,8.7,4.3,-15.7,-10.3,-13.1,7.7

# Overlap with the part before: 2 compounds; new compounds follow.
SMILES,SENP8 block-1,HKDC1 inh,PfGluPho inh,SENP8 block-2,Apaf-1 inh,SENP6 block,SENP1 FRET inh,SENP7 inh
CC(C)(C)NC(=O)Cn1c(=O)oc2ccc(Cl)cc21,16.3,-4.4,-18.0,10.8,-2.0,-9.3,0.3,3.8
Nn1c(SCC(=O)Nc2cc(S(=O)(=O)N3CCOCC3)ccc2Cl)nnc1-c1cccnc1,-37.7,-4.1,8.7,4.3,-15.7,-10.3,-13.1,7.7
COc1ccc(S(=O)(=O)N2CCCOC2CNC(=O)C(=O)NCCCN2CCOCC2)cc1C (stereo not drawn),4.8,-6.4,-10.8,-0.4,4.1,12.1,-0.2,-0.5
O=C1COc2ccccc2N1Cc1c(F)cccc1Cl,9.2,1.9,27.7,2.5,2.8,5.6,-2.2,0.5
CC(C)CCn1c(=O)c2ccccc2n2c(CN3CCOCC3)nnc12,7.9,-5.6,5.5,7.0,-1.2,11.3,-1.0,-6.8
Cc1ccccc1NC(=S)N(CCc1c(C)[nH]c2ccc(F)cc12)Cc1cccnc1,3.4,-1.9,1.7,-0.3,-3.3,-11.0,-0.8,2.6
CCN(CC)c1ccc(NC(=S)NC(=O)C2CCC2)cc1,7.8,4.3,15.9,-1.8,13.9,10.0,4.6,2.7
CCO[C@H]1OC(C(=O)N2CCOCC2)=C[C@@H](c2ccc3c(c2)OCO3)[C@@H]1CCCO,-24.7,-8.8,-5.7,-1.6,-1.0,-10.3,2.6,0.0
Cc1cc(=O)oc2c(C)c(OCC(=O)N3CCC(C(=O)O)CC3)ccc12,-223.1,-2.0,-5.7,-15.9,2.4,-12.6,2.7,-14.1
CNS(=O)(=O)c1cc(NC(=O)c2cncn2-c2ccccc2)ccc1C,-1.6,-9.4,-0.5,-5.0,4.3,-1.7,0.1,2.4
CCOC(=O)c1nc(N/N=C/c2ccccc2)sc1Br,-18.6,-0.6,-8.6,-0.2,24.8,13.2,-0.2,18.4
COc1ccc(N(CC(=O)Nc2nccs2)S(=O)(=O)c2c(C)nn(C)c2C)cc1,10.3,1.4,3.0,3.3,-16.0,-4.4,-1.9,2.1
Cc1ccccc1C(=O)N1CCCN(C(=O)c2ccccc2C)CC1,4.1,2.7,-14.6,0.6,4.7,-1.8,0.8,3.4
Cn1c(=O)c2c(nc(NCc3ccco3)n2C/C=C/c2ccccc2)n(C)c1=O,6.1,-0.5,27.8,1.2,3.6,-20.3,-0.8,-8.2
O=C1N=C(N2CCOCC2)S/C1=C/c1ccc(-c2ccccc2Cl)o1,-269.5,-3.2,-6.7,8.5,1.9,4.4,-24.3,-3.3
O=c1[nH]c(CSc2ncn[nH]2)nc2ccccc12,-0.6,-2.8,1.4,-8.4,-5.0,-17.0,-6.8,-0.6
CC1CCCN(S(=O)(=O)c2ccc(C(=O)Nc3ccccc3-c3nc4ccccc4[nH]3)cc2)C1 (stereo not drawn),-54.6,5.7,-3.3,-5.2,7.8,5.3,2.1,4.0
N=c1oc2ccccc2cc1C(=O)Nc1ccccc1,17.5,-3.1,11.1,89.0*,2.1,86.3*,-3.4,92.6*
C[C@H](N)c1nnc(SCc2c(Cl)cccc2Cl)o1,37.1,-3.3,-1.9,2.7,11.0,7.1,0.3,4.6
CCC(=O)c1ccc(OC(=O)c2cccs2)cc1,19.0,-4.1,-10.9,-46.0,18.7,-59.0,5.2,-4.1
COc1ccc(NC(=O)/C=C/c2ccc3c(c2)OCO3)cc1,3.9,13.2,-21.8,45.1,-7.7,67.3*,3.6,79.0*
O=C(NCCCCNC(=O)c1ccc(Cl)s1)c1ccc(Cl)s1,19.1,6.3,9.8,-5.0,-14.0,2.4,-5.9,2.7

# A draw from above in order of count of non-hydrogen atoms, lowest first:
SMILES,SENP8 block-1,HKDC1 inh,PfGluPho inh,SENP8 block-2,Apaf-1 inh,SENP6 block,SENP1 FRET inh,SENP7 inh
CC1(C)SC2c3ccccc3C(=O)N2[C@@H]1C(=O)O (stereo partly drawn),6.7,-2.2,-3.4,-1.8,-4.8,5.4,2.3,-2.1
Cc1cc(O)c(C(C)C)cc1N=Cc1ccc(N(C)C)cc1,38.3,25.3,105.9*,x,x,x,2.1,x
COC(=O)C(Cc1ccccc1)NC(=O)CCNC(=O)c1ccco1 (stereo not drawn),7.1,-1.1,-9.8,-3.3,2.4,-18.9,1.3,-0.6

# (more compounds)
SMILES,SENP8 block-1,HKDC1 inh,PfGluPho inh,SENP8 block-2,Apaf-1 inh,SENP6 block,SENP1 FRET inh,SENP7 inh
Cc1cc(C)cc(N(CC(=O)NC2CCCCCC2)S(=O)(=O)c2c(C)[nH]c(=O)[nH]c2=O)c1,22.1,-3.8,-3.9,-6.0,-9.4,-21.1,1.4,1.8
c1csc(CNc2ccc3c(c2)OCCO3)c1,-87.5,2.6,23.0,x,x,x,-19.8,x
O=C(O)C1C2C=CC3(CN(C/C=C/c4ccccc4)C(=O)C13)O2 (stereo not drawn),15.6,-5.2,-2.7,2.0,-5.2,-6.7,-2.8,-5.4
Oc1ccc2ccccc2c1C=NCc1ccccc1,5.5,19.7,17.4,13.6,12.7,60.3*,-20.1,13.8
CC(=O)Nc1ccc(Nc2nc(-c3sc(C)nc3C)cs2)cc1,-74.1,-4.2,26.7,-2.7,2.7,7.8,-3.4,9.1
CCOC(=O)c1c(CS(=O)(=O)c2ccccc2)n(C)c2cc(Br)c(O)c(CN(C)C)c12,11.1,-7.6,1.6,x,x,x,-0.1,x
CC(=O)Nc1ccc2c(c1)n(C)c(=O)n2C,7.6,-4.8,-4.0,-0.6,-15.8,2.8,1.7,-0.1
COc1ccc(/C=N/OCC(=O)NCc2cccs2)c(OC)c1,13.6,-9.1,-9.0,1.5,-2.8,3.5,-2.1,4.5
Nc1nonc1-n1nnc(C(=O)N/N=C/c2cccc(Cl)c2)c1-c1cccs1,-53.7,4.7,125.9*,-0.8,2.1,-16.7,4.5,45.8
Nc1nnc(SCC(=O)Nc2sc3c(c2C(=O)c2ccccc2)CCCC3)s1,-2.0,-3.3,27.6,-7.2,1.4,2.6,1.6,-9.2
O=C(Nc1nccs1)C(c1ccccc1)N1CCCCC1 (stereo not drawn),9.6,-6.5,-4.2,-3.5,3.2,-9.6,2.0,2.8
Cc1cc(C)cc(Nc2nc3ccc(C)cc3n3cnnc23)c1,-167.9,-2.6,1.6,3.9,18.7,-7.1,-14.7,-2.2
COc1ccc2cc(C#N)c(SCC(=O)Nc3nonc3C)nc2c1,-121.3,-3.0,21.2,-3.3,0.4,-3.8,53.4,5.4
O=C(O)CC1SC(=Nc2ccccc2)N(c2ccccc2)C1=O (stereo not drawn),23.8,-5.7,-4.0,-0.6,-8.0,6.8,-2.2,-4.6
COc1ccc(Cc2nnc(NC(=O)Nc3ccccc3OC)s2)cc1,29.6,3.8,-14.5,-6.3,12.1,-17.0,0.4,1.4
CCCn1nnnc1NCc1ccc(OC)cc1,11.0,-5.6,5.4,-3.2,-10.2,-1.6,-2.3,7.1
Cc1nc2nc(SCC(=O)Nc3cccc(F)c3)[nH]c2cc1Br,2.2,-3.4,2.2,8.3,7.5,15.9,-2.1,-7.0
C=CCCN(C(C(=O)OC)C(C)C)S(=O)(=O)c1ccccc1Br (stereo not drawn),10.6,2.4,-0.4,-1.1,14.9,-6.1,0.0,5.6
CCCCC(=O)Nc1cccc(-c2cn3ccccc3n2)c1,-215.7,-6.4,2.6,-7.9,2.4,-12.3,0.7,-2.6
COCc1cc(C)nc(SCC[N+](C)(C)CC(=O)Nc2ccccc2)c1C#N,8.6,-0.1,-17.6,-6.2,-3.4,4.0,-0.2,-3.2
Cc1cc(NC(=O)CSc2nccn2-c2cccc(C)c2C)no1,1.1,-3.6,8.3,6.8,-1.6,-30.4,3.3,3.9
Cc1nn(-c2ccccc2)c(Cl)c1/C=C1\C(=O)N(C)C(=S)N1C,6.4,1.7,2.0,-0.1,15.1,-12.1,-17.1,3.0
CC(C)Cc1nc2oc3c(=O)[nH]cnc3c2c2c1CCC2,-16.5,9.2,-12.2,6.2,11.8,16.9,-1.4,10.9
O=C(Nc1ccc(Cl)cc1)Nn1cnnc1,9.9,5.4,-2.5,-1.0,-9.4,10.5,1.1,7.0
CCOC(=O)Cn1cc(C(=O)C(C)(C)C)c2ccccc21,8.5,-0.9,-4.8,1.0,-4.7,-7.2,0.6,-4.1
COc1cccc(OC)c1OCCNCC1COc2ccccc2O1 (stereo not drawn),2.4,0.1,1.0,2.9,-1.7,3.6,-0.1,9.2

# From PubChem BioAssay
